# MazF activator: activators of E. coli MazEF toxin-antitoxin RNase. FAM/BHQ RNA-DNA oligo cleavage fluorescence, 5 h. P0AE70. hit rate 0.32% among 350,000. AID 504720. activation, % at 20 µM; in the data active = activation above about 50%
# Target sequence (P0AE70 whole entry, looked up): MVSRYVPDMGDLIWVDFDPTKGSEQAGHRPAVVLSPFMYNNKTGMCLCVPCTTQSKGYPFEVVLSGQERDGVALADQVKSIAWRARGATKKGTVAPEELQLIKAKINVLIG
# CCHFV vOTU inh: CCHFV vOTU protease inhibition. Pep-AMC fluorescence. hit rate 0.55% among 370,000. inhibition, % at 11.5 µM; note: 0% = vehicle wells with enzyme and 100% = no enzyme wells
# UGM FP inh: inhibitors of M. tuberculosis UDP-galactopyranose mutase | purified UGM, fluorescence polarization probe displacement | hit rate 0.06% among 320,000 | P9WIQ1 | inhibition, % at 10 µM; in the data active = inhibition above about 10%, passing the limit was not always enough; inconclusive = no clear call, values can overlap the other calls
# FadD28 binding: blocks FadD28 binding to the bisubstrate probe | hit rate 0.22% among 360,000 | fluorescence polarization | AID 588549 | inhibition, % at 12.5 µM; in the data active = inhibition above about 8.5%, passing the limit was not always enough; inconclusive = no clear call, values can overlap the other calls
# DUSP3 inh: blocks human VHR1 dual specificity phosphatase. recombinant VHR phosphatase, pNPP absorbance. inhibition, % at 13.3 µM. hit rate 0.52% among 290,000. AID 1654; in the data active = inhibition above about 50%; note: some compounds called inactive have numbers as strong as hits
# Target sequence (P51452 whole entry, looked up): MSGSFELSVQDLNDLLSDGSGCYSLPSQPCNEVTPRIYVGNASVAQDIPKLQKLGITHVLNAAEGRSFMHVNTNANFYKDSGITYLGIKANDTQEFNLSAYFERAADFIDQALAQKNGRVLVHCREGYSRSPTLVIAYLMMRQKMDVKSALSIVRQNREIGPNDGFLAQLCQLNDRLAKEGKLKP
# Rv3671c inh: inhibits the M. tuberculosis serine protease Rv3671c | P9WHR9 | inhibition, % at 5.96 µM | hit rate 0.048% among 320,000; in the data active = inhibition above about 38%;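 note: extracellular domain of Rv3671c used as enzyme; 0% = enzyme with DMSO and 100% = no enzyme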
# Target sequence (P9WHR9 whole entry, looked up, the tested form may be a part): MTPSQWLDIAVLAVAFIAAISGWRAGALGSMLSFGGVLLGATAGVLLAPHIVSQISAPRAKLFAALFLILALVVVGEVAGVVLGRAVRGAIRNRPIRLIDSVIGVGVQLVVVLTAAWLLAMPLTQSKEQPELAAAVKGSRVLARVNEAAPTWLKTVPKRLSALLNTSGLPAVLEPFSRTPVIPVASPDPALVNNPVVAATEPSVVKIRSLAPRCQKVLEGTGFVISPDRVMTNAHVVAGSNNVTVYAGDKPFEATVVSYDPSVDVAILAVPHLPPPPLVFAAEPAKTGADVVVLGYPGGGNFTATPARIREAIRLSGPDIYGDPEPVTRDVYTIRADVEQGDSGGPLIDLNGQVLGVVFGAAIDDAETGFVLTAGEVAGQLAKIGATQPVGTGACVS
# BoNT F protease: blocks Botulinum neurotoxin F light chain protease | inhibition, % at 10 µM | Multiplex microsphere protease cleavage assay, flow cytometry | hit rate 0.22% among 360,000; in the data active = inhibition above about 35%, passing the limit was not always enough; inconclusive = no clear call, values can overlap the other calls; note: plate controls were buffer without enzyme for full effect and enzyme alone for no effect
# GDH-TPI counter: inhibits GDH-TPI coupling enzymes, artifact for Mtb FBA screen; AID 588335; GDH-TPI coupled enzyme counterscreen, NADH absorbance; hit rate 1.2% among 360,000; inhibition, % at 4.8 µM;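 note: 0% = DMSO wells and 100% = wells lacking the enzyme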
# FBA Mtb inh: inhibits M. tuberculosis FBA enzyme; P9WQA3; purified M. tuberculosis FBA, fluorescence read-out; inhibition, % at 1 µM; hit rate 2.3% among 360,000; AID 588726; in the data active = inhibition above about 27%;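 note: 0% = vehicle and 100% = reference inhibitor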
# Target sequence (P9WQA3 whole entry, looked up): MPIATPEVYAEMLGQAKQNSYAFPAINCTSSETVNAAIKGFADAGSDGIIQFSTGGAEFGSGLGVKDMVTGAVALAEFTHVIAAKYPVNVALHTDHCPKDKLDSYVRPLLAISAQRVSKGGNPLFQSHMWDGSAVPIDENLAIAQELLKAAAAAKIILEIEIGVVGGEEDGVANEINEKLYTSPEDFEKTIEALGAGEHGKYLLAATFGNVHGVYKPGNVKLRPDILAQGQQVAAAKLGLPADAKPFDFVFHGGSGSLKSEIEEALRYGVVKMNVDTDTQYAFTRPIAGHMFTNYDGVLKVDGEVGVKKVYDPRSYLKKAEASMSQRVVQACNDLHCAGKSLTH
# BioA inh: blocks M. tuberculosis BioA enzyme activity; purified M. tuberculosis BioA enzyme, plate reader; inhibition, % at 9.99 µM; hit rate 0.096% among 360,000; AID 602481; in the data active = inhibition above about 40%; inconclusive = no clear call, values can overlap the other calls
# Numbers without * were called inactive; ? = inconclusive; nt = no result given; & = joins results of further samples. Cut-off read from the data, not from the text of the source, unless noted: active = inhibition above about 30%; inactive = the rest.
SMILES,MazF activator,CCHFV vOTU inh,UGM FP inh,FadD28 binding,DUSP3 inh,Rv3671c inh,BoNT F protease,GDH-TPI counter,FBA Mtb inh,BioA inh
COc1cc([N+](=O)[O-])ccc1N1C(=O)C2C3C=CC(C4CC34)C2C1=O (stereo not drawn),4,-5,1.4,-3.2,4,-8,3,-1,-1,-1.0
COc1cc(C2C3C(=O)N(c4ccc(F)cc4)C(=O)C3ON2c2ccccc2)ccc1O (stereo not drawn),-6,19,-1.8,1.2,-1,-15,3,-2,-2,-0.3
COc1ccc(-c2cc(C3CC3)nc(N)c2C#N)cc1,3,-5,0.1,-2.4,10,-5,-23,15,24,1.0
Cc1cccc(NC(=O)c2cnc3n(c2=O)CCS3)c1,1,-8,-3.8,-3.8,14,1,-2,13,-2,nt
CCc1ccccc1NC(=O)c1cc(=O)c2ccccc2o1,2,-6,-2.2,-2.9,46,1,3,9,3,1.6
COc1cccc(NC(=O)CCC(=O)Nc2cccc(OC)c2)c1,-3,-3,-0.1,-3.2,-8,-7,-2,-1,-1,-0.3
CC1CCCCC1NC(=O)CSc1ncnc2sccc12 (stereo not drawn),0,-1,nt,-0.8,nt,nt,4,-1,-2,-2.4
C/C(CC(=O)Nc1ccc(Cl)cn1)=N\NC(=O)Cc1cccs1,3,0,3.3,0.0,2,-5,0,3,7,nt
COc1ccc(C(=O)Nc2nc(-c3cccs3)cs2)cc1,-5,10,2.7,-2.4,-2,-36,-8,4,0,1.7
c1ccc2[nH]c(CCCCc3nc4ccccc4[nH]3)nc2c1,-4,15,1.6,-2.9,-6,-6,0,3,4,0.5
O=C(N/N=C/C1CCCCC1)c1cc(Cl)ccc1O,-1,6,1.6,3.4,21,9,8,18,18,-2.5
O=C1NCCCCC1(Cl)Cl,2,6,nt,-0.4,nt,nt,-1,-4,-1,nt
C/C(=N\Nc1ccc(C(F)(F)F)cn1)c1ccc(S(=O)(=O)NCc2ccco2)cc1,9,7,-0.5,-1.2,2,-4,-3,7,0,nt
COc1ccc(CC2(CO)CCN(CC3=CC[C@H]4C[C@@H]3C4(C)C)CC2)cc1,13,-13,nt,-2.8,25,-7,-4,-13,-6,nt
Cc1cc2oc(=O)sc2cc1NS(=O)(=O)c1cccc2cccnc12,-23,-2,4.2,-6.3,8,-9,1,3,-8,-1.0
CCCCN(CC(=O)NCc1ccc(Cl)cc1)S(=O)(=O)c1ccc2c(c1)OCCO2,-3,11,0.5,1.1,1,-9,-8,-1,-3,-0.1
CC(C)CC(=O)NC(NCC1CCCO1)C(Cl)(Cl)Cl (stereo not drawn),-6,-1,2.3,0.5,-16,1,6,-5,2,1.1
CC1CCc2c(sc(NC(=O)CSc3ncnc4c3cnn4-c3ccccc3Cl)c2C#N)C1 (stereo not drawn),0,-21,-1.4,-0.3,19,-5,-1,7,1,0.8
CCC(C)(C)NC(=O)C(c1cccn1C)N(Cc1ccc(OC)cc1)C(=O)Cn1nnc2ccccc21 (stereo not drawn),-3,6,-1.5,-0.5,13,-16,-18,4,-3,-2.2
O=C(NCc1ccccc1CN1CCOCC1)c1ccc(-n2cccn2)cc1,-9,-11,1.0,-0.4,nt,-2,-3,10,4,-1.0
COCCN1C(=O)C(CC(=O)Nc2ccccc2)SC1=Nc1ccc(OC)cc1 (stereo not drawn),1,10,0.6,-3.4,18,6,?,-2,3,4.2
CCN(CC)c1ccc(NC(=O)c2ccccc2Br)cc1S(=O)(=O)Nc1ccccc1OC,-1,4,nt,-2.0,5,-48,6,4,-1,-0.3
NC(=O)c1ccc(C2SCC(=O)N2Cc2ccccc2)cc1 (stereo not drawn),-14,2,-0.3,-0.5,-4,3,-2,-7,5,-0.3
Cc1cc2c(cc1C)CSC(c1ccccc1OC(=O)C(C)C)SC2,-2,-1,0.4,-2.3,19,1,-1,3,0,-0.9
C[C@H]1CN([C@@H](C)CO)C(=O)c2cccc(NC(=O)C3CC3)c2O[C@H]1CN(C)S(=O)(=O)c1cccs1,6,5,1.5,-0.6,nt,7,-6,8,-2,-2.9
# (cont.)
SMILES,MazF activator,CCHFV vOTU inh,UGM FP inh,FadD28 binding,DUSP3 inh,Rv3671c inh,BoNT F protease,GDH-TPI counter,FBA Mtb inh,BioA inh
CCC(C(=O)Nc1cccc(C(=O)O)c1)c1ccccc1 (stereo not drawn),16,-14,-0.1,-1.5,21,17,-2,-3,1,nt
Cc1ccc(C)c(N(C(=O)CCC(=O)Nc2cc(C)on2)C(C(=O)NC2CCCC2)c2ccco2)c1 (stereo not drawn),-5,8,-0.3,-0.1,32,7,0,-4,-4,0.0
C[C@@H]1CN([C@@H](C)CO)S(=O)(=O)c2ccc(Br)cc2O[C@H]1CN(C)C(=O)Nc1ccc(C(F)(F)F)cc1,0,22,nt,-1.7,nt,nt,-2,13,1,0.3&4.1
O=C(O)C(c1ccccc1)C1(O)CCC1 (stereo not drawn),1,2,nt,-1.9,nt,nt,-8,11,-1,0.0
O=S(=O)(Nc1ccc2c(c1)nc1n2CCN(Cc2ccccc2)C1)c1ccc(F)cc1,9,-1,1.7,-3.5,-10,-18,-12,12,3,1.0
Cc1ccc2nc(N3C(=O)C(O)=C(C(=O)c4ccco4)C3c3cccc(O)c3)sc2c1 (stereo not drawn),-14,5,1.6,-5.0,31,-2,3,8,-7,0.6
CCSc1nnc(NC(=O)c2csc(C)c2)s1,0,-6,-2.7,-5.1,-11,-4,8,-1,-3,-1.8
C=CCN1C(=O)NC(=O)/C(=C/c2c(CCN(C)C(=O)c3ccccc3)cc3c(c2OC)OCO3)C1=O,1,3,6.8,-2.7,20,-7,-10,-6,-1,20
O=C(c1ccccc1)c1coc2ccc(O)c(CN3CCOCC3)c12,6,9,1.7,1.0,-12,6,11,-2,3,-0.1
COCCNC(=O)/C(C#N)=C/c1c(N2CCCCCC2)nc2c(C)cccn2c1=O,9,-50,0.9,0.1,nt,-1,1,1,5,2.3
COc1ccc(CNC(=O)C2CCN(S(=O)(=O)c3c(C)n[nH]c3C)CC2)cc1,-3,4,0.0,-1.8,27,3,8,11,2,1.1
Cc1ccc(NC(=O)CSc2nnc(CNC(=O)c3ccco3)o2)cc1,5,-6,-1.6,-0.3,2,-7,-1,10,-2,nt
O=[N+]([O-])c1ccc2nc[nH]c2c1,-6,-11,nt,-1.9,nt,nt,-2,16,2,-1.7
Cc1ccc(C2CC(c3ccccc3)=NN2c2ccccc2)o1 (stereo not drawn),-25,-23,0.5,-1.3,7,3,3,6,43*,nt
O=C(C[n+]1ccn(-c2ccccc2)c1)c1ccc([N+](=O)[O-])cc1,7,-15,-0.2,-4.0,-8,-1,?,-6,3,0.8
O=[N+]([O-])c1ccc(CSc2nnc(Cc3ccccc3)o2)cc1,3,1,0.1,-1.2,1,12,-6,-6,1,nt
CC1CC(C)CN(S(=O)(=O)c2ccc(NC(=S)NC(=O)c3ccccc3)cc2)C1 (stereo not drawn),-6,0,-1.4,-2.6,26,-11,7,4,1,-1.4
COCCn1c(-c2ccc(OC)cc2)c(-c2ccc(OC)cc2)oc1=O,6,-3,4.4,-2.6,-2,-5,5,-3,131*,6.6
O=[N+]([O-])c1ccc(S(=O)(=O)NCC(c2ccc3c(c2)OCO3)N2CCOCC2)cc1 (stereo not drawn),9,-12,nt,-4.1,nt,nt,2,5,-3,1.5
CCC(=O)NC(NC(=S)Nc1ccccc1Br)C(Cl)(Cl)Cl (stereo not drawn),0,2,0.8,-3.7,-7,-9,-2,7,1,-0.3
COC(=O)c1[nH]c2ccc(Cl)cc2c1NC(=O)CN1CCC(C(N)=O)CC1,4,1,-2.4,nt,20,-9,nt,nt,nt,nt
COC(C[C@H]1O[C@@H]1[C@@H](O)COCc1ccccc1)OC,12,1,nt,-3.4,11,nt,2,9,-2,-2.9
Clc1ccc(CSc2nnc([C@@H]3CCCN3)o2)cc1Cl,0,18,0.9,-0.7,18,-2,-9,4,-2,-2.0
Cn1ccc2c([N+](=O)[O-])cccc2c1=O,-2,14,0.1,-2.2,1,-3,0,1,0,nt
Cc1cc(C(=O)OCC(=O)NC(C)c2ccc(F)cc2)c(C)o1 (stereo not drawn),-1,-9,2.1,-0.7,nt,-13,-2,11,0,0.0

# Brought forward from above: 2 entries, then new ones.
SMILES,MazF activator,CCHFV vOTU inh,UGM FP inh,FadD28 binding,DUSP3 inh,Rv3671c inh,BoNT F protease,GDH-TPI counter,FBA Mtb inh,BioA inh
Cn1ccc2c([N+](=O)[O-])cccc2c1=O,-2,14,0.1,-2.2,1,-3,0,1,0,nt
Cc1cc(C(=O)OCC(=O)NC(C)c2ccc(F)cc2)c(C)o1 (stereo not drawn),-1,-9,2.1,-0.7,nt,-13,-2,11,0,0.0
C=CCN(CC=C)c1nc2ccccc2nc1C(C#N)C(=O)OCCOC (stereo not drawn),-5,-38,1.0,-3.2,21,-10,15,-6,57*,-0.8
CCCn1c(SCc2nc3ccccc3s2)n[nH]c1=O,8,-1,0.0,1.3,-3,0,2,-3,2,nt
COc1cccc(NC(=O)Cn2cnc3sc(C)c(S(=O)(=O)N4CCCCC4)c3c2=O)c1,-2,-5,-1.4,-1.4,15,-2,5,1,0,0.4
CCOC(=O)c1c(C)[nH]c(C(=O)COC(=O)COc2ccccc2C=O)c1C,-2,12,-0.4,0.4,8,3,-16,5,6,nt
COC(=O)C1=C(N)Oc2cc(C)n(CC3CCCO3)c(=O)c2C1c1ccc(Cl)cc1 (stereo not drawn),7,0,-0.4,-5.0,-5,3,3,6,1,nt
COc1ccccc1/C=C/C(=O)OCC(=O)NCc1ccc2c(c1)OCO2,-1,-1,1.9,-3.5,nt,-2,-10,16,7,5.7
CS(=O)(=O)c1ccc2nc(NC(=O)Nc3ccc(Cl)cc3)sc2c1,-27,3,-2.6,0.9,-4,-11,-8,9,2,nt
COc1ccc(-c2cc(C(F)F)n3ncc(C(=O)Nc4c(C)n(C)n(-c5ccccc5)c4=O)c3n2)cc1,17,-9,0.9,0.8,21,4,-4,-1,-1,0.0
Cc1nc(C(F)(F)F)ccc1C(=O)N1CCC1(C)C(=O)NS(=O)(=O)c1ccc(C#N)cc1 (stereo not drawn),nt,-7,nt,-2.6,nt,nt,-1,4,0,-0.1
S=c1[nH]c(-c2ccccc2)cn1/N=C/c1cccs1,9,17,0.2,-0.2,14,4,-16,40*,31*,-4.2
CCn1c(CNc2ccc(Cl)cc2)nnc1SCc1ccc(Cl)cc1,-1,12,-2.6,-11,4,4,-6,-1,-10,3.5
COc1ccccc1CNc1nc2cc(-c3ccccc3C)sc2c(=O)n1C,nt,0,nt,-1.2,nt,nt,-1,5,0,-1.6
c1ccc2cc(CNCc3cccc4ccccc34)ccc2c1,-17,0,0.0,-4.1,10,1,-10,-2,0,nt
O=[N+]([O-])c1ccc2c([N+](=O)[O-])ccc3c2c1CC3,5,-1,nt,-5.8,nt,nt,-16,12,1,-2.1
Cc1ccc2c(c1)c1c3n2CCN(CC(O)CNC(C)C)C3CCC1 (stereo not drawn),23,-5,-1.0,0.1,15,-13,-96,0,4,0.2
C/C(=N\NC(=O)c1ccco1)c1cc2ccccc2o1,-2,5,2.7,-0.1,5,2,-19,29,1,-0.4
CC1CCN(C(=S)NC2CCCCC2)CC1,-2,-4,1.5,-4.9,2,-4,4,10,0,-0.5
CC1CC(C)CN(CCCNS(=O)(=O)c2ccc3c(c2)CCN3C(=O)C2CC2)C1 (stereo not drawn),8,12,1.2,-3.6,13,-1,17,0,-5,-0.3
COC(=O)c1ccc(CNC(=O)c2ccc(S(=O)(=O)N(C)c3ccccc3OC)cc2)cc1,3,1,0.1,-2.3,nt,-7,7,-3,1,0.3

# Whole records, quoted from the list. Values in the order: MazF activator	CCHFV vOTU inh	UGM FP inh	FadD28 binding	DUSP3 inh	Rv3671c inh	BoNT F protease	GDH-TPI counter	FBA Mtb inh	BioA inh
# `C/C(CC(=O)Nc1ccc(Cl)cn1)=N\NC(=O)Cc1cccs1` in the list: 3	0	3.3	0.0	2	-5	0	3	7	nt
# `CCN(CC)c1ccc(NC(=O)c2ccccc2Br)cc1S(=O)(=O)Nc1ccccc1OC` in the list: -1	4	nt	-2.0	5	-48	6	4	-1	-0.3
# `COc1ccc(C(=O)Nc2nc(-c3cccs3)cs2)cc1` in the list: -5	10	2.7	-2.4	-2	-36	-8	4	0	1.7

# Rows are unselected; any-hit rate near 4.9%.
